ELG1 repair inh: qHTS screen for small molecules that inhibit ELG1-dependent DNA repair in human embryonic kidney (HEK293T) cells expressing luciferase-tagged ELG1. HEK293T ELG1-luciferase reporter, luminescence, 16 h; DNA damage induced by 5-fluorouridine. 330,000 compounds, 2.3% hits. Potency, µM (top dose mostly 46.1 µM), without a hit: at the top dose activity change, negative = inhibition, most hits filed as inhibitors; note: potency is the fitted concentration of half-maximal effect; % is set by controls: 0 for no effect and ±100 for the full control effect; nearly all actives have a fitted effect of over 55% in size
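Quantitative HTS, concentration-response format. 2,000 cells/well co-treated with 5-fluorouridine and compound, 16 hr in 5% CO2 at 37 °C; ONE-Glo luminescence read after 30 min.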
USP2a block: qHTS Assay for Inhibitors of Ubiquitin-specific Protease USP2a Using CHOP2 as the Reporter. Potency, µM (series often up to 38.3 µM), for the others: at the highest dose activity change, negative = inhibition, hits mostly inhibitors. USP2 core, Ub-CHOP2 coupled fluorogenic reporter, 485/531. 330,000 compounds, 0.01% hits. Ubiquitin carboxyl-terminal hydrolase 2 (Homo sapiens), O75604. AID 463254, 2010;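 note: potency is the fitted concentration of half-maximal effect; plate controls were DMSO wells for no effect and full inhibition by NEM control for full effect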
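Cell-free coupled assay: 10nM USP2 core preincubated 30min RT with compound in Tris-HCl pH 8.0/CaCl2/CHAPS buffer, then 25nM Ub-CHOP2 and 25nM reporter substrate; fluorescence (Ex 485/Em 531) read after 60min RT, normalized to NEM inhibition, concentration-response curves fitted.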
uPA generation: qHTS for Inhibitors of Cell Surface uPA Generation | cell surface uPA generation assay, qHTS | Potency, µM (titrated, usually from 38.3 µM), inactives show at the top dose activity change, negative = inhibition, usual class: inhibitors | 330,000 compounds, 0.31% hits; active = well fitted inhibition curve with a large enough effect; inconclusive = small, poorly fitted or top-dose-only effect; inactive = no such curve, though single readings can be large or run the other way; tested in mouse RAW 264.7 cells; note: potency is the fitted concentration of half-maximal effect; % is set by controls: 0 for no effect and ±100 for the full control effect; nearly all actives have a fitted effect of over 55% in size
Mito fusion yeast: qHTS Assay for Small Molecule Inhibitors of Mitochondrial Division or Activators of Mitochondrial Fusion; S. cerevisiae fusion-defective mutant growth rescue, CellTiterGlo 48 h; Potency, µM (series often up to 46.1 µM), inactives show at the highest dose growth rescue (activation), actives largely listed as activators; 320,000 compounds, 0.23% hits;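 note: potency is the fitted concentration of half-maximal effect; % of control where 0% means no effect; nearly all actives have a fitted effect of over 45% in size; temperature-sensitive fusion mutants such as fzo1-1 at 37 °C on non-fermentable ethanol glycerol medium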
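Compounds are tested for their ability to restore growth of mitochondrial fusion-defective yeast strains at non-permissive 37C in YPEG medium over 48 hours. Viability is quantified by luciferase luminescence.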
TCR act: Activators of T cell receptors: qHTS campaign; 330,000 tested, under 10 active; primary human leukocytes, anti-CD3, IL-2 HTRF, 48 h; Potency, µM (doses to about 9.22 µM), for the others: at the top dose activation of IL-2 secretion, hits mostly activators; note: % of control where 0% means no effect
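Readout: HTRF IL-2, Eu-cryptate/d2 antibody pair, 320nm excitation, 665nm emission. Stimulus: a-CD3 beads, no co-stimulation. Cells: primary human leukocytes. Exposure: 48 hr with compound.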
Chronic BCR inh: qHTS Assay to Find Inhibitors of Chronic Active B-Cell Receptor Signaling. ABC-DLBCL IkBa-CBG/CBR reporter, luminescence ratio, 4 h. Potency, µM (doses to about 46.1 µM), for the others: top-dose ratio change, negative = lower green/red ratio, most hits filed as inhibitors. 340,000 compounds, 0.05% hits; active = well fitted inhibition curve with a large enough effect in the signal ratio, with a control signal flat, not every such curve was filed as active; inconclusive = small, poorly fitted or top-dose-only effect, or effect the other way, or a change in a side signal; the % refers to the signal ratio;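 note: potency is the fitted concentration of half-maximal effect; plate controls were basal doxycycline-induced cells for no effect and cells given 10 µM MG132 for full effect; MG132 reads +100%, hits lower the ratio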
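Doxycycline induced both beetle luciferases in TMD8 lymphoma cells; IKK-driven degradation limits the IkappaBalpha-fused green signal, while red luminescence normalises for cell number and nonspecific effects. Compounds tested up to 46 uM, 4 hrs.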
TSG101-PTAP inh: qHTS Assay for Iinhibitors of HIV-1 Budding by Blocking the Interaction of PTAP/TSG101; Tumor susceptibility gene 101 protein (Homo sapiens), Q99816; Fluorescence polarization, FITC-PTAP peptide / Tsg101 binding; Potency, µM (titrated, usually from 115 µM), inactives show at the top dose activity change, negative = inhibition, most hits filed as inhibitors; 340,000 tested, under 10 active; AID 493005, 2010; active = well fitted inhibition curve with a large enough effect in the main read-out, with a control signal flat, not every such curve was filed as active; inconclusive = small, poorly fitted or top-dose-only effect, or effect the other way, or a change in a side signal; inactive = no such curve, though single readings can be large or run the other way; note: potency is the fitted concentration of half-maximal effect; % of control where 0% means no effect
Target sequence (Q99816 whole entry, looked up): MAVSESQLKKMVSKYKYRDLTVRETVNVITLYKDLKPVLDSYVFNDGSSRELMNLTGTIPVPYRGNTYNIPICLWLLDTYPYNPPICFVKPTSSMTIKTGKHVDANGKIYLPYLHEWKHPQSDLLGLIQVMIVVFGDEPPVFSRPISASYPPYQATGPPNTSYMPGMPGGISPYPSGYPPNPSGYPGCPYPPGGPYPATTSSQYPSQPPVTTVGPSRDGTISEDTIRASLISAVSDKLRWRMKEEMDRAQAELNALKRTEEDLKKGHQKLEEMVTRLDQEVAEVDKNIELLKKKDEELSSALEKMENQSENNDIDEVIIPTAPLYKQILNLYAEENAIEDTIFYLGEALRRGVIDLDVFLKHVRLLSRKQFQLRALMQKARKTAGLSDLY
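Tsg101 binding domain (10 uM final) was mixed with compound and a FITC-labeled PTAP peptide (50 nM final) in HEPES pH 7.5 buffer with NaCl, Tween 20, EDTA and TCEP; fluorescence polarization was read after 20 min at r.t.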
Tb PFK inh: qHTS Assay to Find Inhibitors of T. brucei phosphofructokinase | T. brucei PFK, ADP-Glo luminescence | 330,000 compounds, 0.17% hits | ATP-dependent 6-phosphofructokinase (Trypanosoma brucei brucei), O15648 | Potency, µM (doses to about 57.5 µM), for inactives: top-dose activity, negative = inhibition, most hits filed as inhibitors;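 note: potency is the fitted concentration of half-maximal effect; 0% = uninhibited 1x PFK enzyme wells and -100% = no-enzyme wells; nearly all actives have a fitted effect of over 60% in size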
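Luminescent ADP detection (ADP-Glo, two-step: ATP depletion then ADP-to-ATP conversion for luciferase) reported PFK activity after 45 min room-temperature reaction of 1.25 nM enzyme with 0.5 mM F6P and 0.1 mM ATP at pH 8.0.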
TSHR antag: Antagonists of the Thyroid Stimulating Hormone Receptor: HTS campaign; Thyrotropin receptor (Homo sapiens), P16473; TSHR-expressing cells, TSH-stimulated cAMP HTRF, 2 h; hits give low values; activity change, negative = inhibition, % at 11.5 µM; 330,000 compounds, 0.2% hits; AID 504810, 2011;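 active = activity change below a set negative limit, meaning inhibition stronger than a set level, cut at about -70% in these data; inconclusive = activity change between two set negative limits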; note: % is set by controls: 0 for no effect and ±100 for the full control effect
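Read-out is FRET at 665 nm (cryptate excitation 337 nm) from a cryptate-tagged anti-cAMP antibody, competed by cell cAMP against cAMP-d2. Compounds are tested on freshly harvested TSHR cells challenged with 4nM TSH (EC80) for 2 hours at 37 deg C.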
B2AR arrestin: qHTS assay of beta-arrestin-biased ligands of beta2-adrenergic receptor | beta-arrestin recruitment to beta2AR, cell-based reporter | Potency, µM (series often up to 46.1 µM), inactives show at the top dose activation, most hits filed as activators | 330,000 compounds, 0.02% hits;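 note: potency is the fitted concentration of half-maximal effect; 0% = DMSO controls and full agonism = EC100 isoproterenol or metaproterenol; nearly all actives have a fitted effect of over 65% in size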
Eya2 phos inh: qHTS Assay for Inhibitors of the Phosphatase Activity of Eya2 | Protein phosphatase EYA2 (Homo sapiens), O00167 | recombinant Eya2, OMFP fluorescence dephosphorylation (OMFP is methylfluorescein phosphate) | Potency, µM (titrated, usually from 76.9 µM), inactives show top-dose activity, negative = inhibition, actives largely listed as inhibitors | 330,000 compounds, 0.006% hits | AID 488837, 2010; note: potency is the fitted concentration of half-maximal effect; % is set by controls: 0 for no effect and ±100 for the full control effect
Target sequence (O00167 whole entry, looked up): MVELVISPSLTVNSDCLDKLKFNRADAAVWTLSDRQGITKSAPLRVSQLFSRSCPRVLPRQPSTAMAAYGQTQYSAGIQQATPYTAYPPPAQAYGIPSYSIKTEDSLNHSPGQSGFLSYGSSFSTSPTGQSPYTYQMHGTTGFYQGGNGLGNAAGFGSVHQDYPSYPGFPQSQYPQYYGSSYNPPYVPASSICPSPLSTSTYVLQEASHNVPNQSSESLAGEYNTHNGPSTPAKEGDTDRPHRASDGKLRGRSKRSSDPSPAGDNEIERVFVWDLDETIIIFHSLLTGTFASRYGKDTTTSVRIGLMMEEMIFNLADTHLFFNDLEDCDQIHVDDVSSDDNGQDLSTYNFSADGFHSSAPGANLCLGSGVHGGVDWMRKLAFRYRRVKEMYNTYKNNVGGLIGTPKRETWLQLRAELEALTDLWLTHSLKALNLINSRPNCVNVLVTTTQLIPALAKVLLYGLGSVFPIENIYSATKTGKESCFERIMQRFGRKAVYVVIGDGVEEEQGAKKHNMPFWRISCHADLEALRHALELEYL
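Eya2 protein (added as 0.2 uM solution) was preincubated with compound for 10 min at ambient temperature in 50 mM HEPES pH 7.5, 50 mM NaCl, 5 uM MgCl2, 0.05% BSA, 1 mM DTT. OMFP (added at 50 uM) then reacted 10 min; fluorescence read at 485/525 nm.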
Active calls of the source: *; u = inconclusive; x = not tested or not shown; [ ] = another dose, or the depositor's remark. Unless noted, calls come from the whole dose curve; as a rule, active = well fitted curve in the direction sought with a large enough effect; inconclusive = small, poorly fitted or top-dose-only effect, or another doubt; inactive = no such curve, though single readings can be large; an effect the other way counts as inactive or inconclusive.

SMILES	ELG1 repair inh	USP2a block	uPA generation	Mito fusion yeast	TCR act	Chronic BCR inh	TSG101-PTAP inh	Tb PFK inh	TSHR antag	B2AR arrestin	Eya2 phos inh
CC(=NNC(=O)c1cccc(S(=O)(=O)N2CCCC2)c1)c1ccccc1	31%	4%	1%	x	6%	-9%	0%	14%	x	0.0%	7%
Clc1cccc(-c2ccc(C=Nc3ccc(N4CCOCC4)cc3)o2)c1Cl	13%	1%	-14%	-2%	2%	-6%	1%	-5%	-9	-0.6%	0%
CCN(c1ccc(OC)cc1)S(=O)(=O)c1nnc(NC(=O)COc2ccc(F)cc2)s1	-1%	4%	8%	11%	0%	4%	-1%	22%	5	-0.1%	1%
Cc1cc(NC(=O)c2ccc([N+](=O)[O-])cc2)no1	u	-1%	1%	-1%	x	0%	2%	2%	52	0.2%	-3%
COc1ccccc1NC(=O)CCC(=O)c1ccc(-c2ccccc2)cc1	-1%	1%	1%	-2%	-5%[46.1 µM]	u	6%	2%	6	3.4%	-1%
CCn1cc(C(=O)O)c(=O)c2cnc(N3CCN(C(=S)NC(=O)c4ccc(Br)cc4)CC3)nc21	0%	1%	-13%	3%	1%	-7%	-7%	0%	-2	-0.4%	u
CCOC(=O)C1=C(C)NC(=S)N(C(C)=O)C1c1ccc(Cl)cc1 (configuration not stated)	u	-2%	-9%	8%	-9%[46.1 µM]	u	-6%	-3%	24	0.3%	-7%
Cc1ccc(S(=O)(=O)N(C)CC(=O)OCC(=O)c2c(N)n(C)c(=O)n(C)c2=O)cc1	-5%	0%	-3%	-3%	-4%[46.1 µM]	10%	-2%	-3%	-5	-0.4%	1%
CCOc1ccc(-n2c(SCC(=O)Nc3ccccc3C)n[nH]c2=O)cc1	-9%	-1%	x	1%	-8%	u	-6%	8%	6	-0.3%	16%
CC(Sc1nnc(C2CC2)n1C1CC1)C(=O)Nc1ccc(C(N)=O)cc1 (configuration not stated)	13%	0%	10%	-5%	-4%	1%	-4%	-1%	7	0.1%	13%
CCN(CC)c1ccc(NC(=O)CSc2nnc(N)s2)cc1C	8%	0%	-14%	-2%	6%	u	-1%	-2%	-9	-0.3%	-9%
CCC(C)CCCCNC1=NCCS1 (configuration not stated)	1%	5%	-7%	8%	1%	1%	-3%	-2%	24	0.3%	-11%
O=C(c1cccs1)N1CCN(Cc2ccccc2)CC1	5%	2%	-1%	-3%	-2%[46.1 µM]	4%	0%	-3%	-4	-2.1%	1%
Cc1cc(=O)oc2c(C)c(OC(C)C(=O)NCC3CCC(C(=O)O)CC3)ccc12 (configuration not stated)	13%	-2%	9%	-1%	-1%	-12%	2%	1%	-2	0.1%	1%
CC(NC(=O)c1ccccc1F)C1CC1 (configuration not stated)	-5%	0%	x	-5%	4%	-7%	-3%	-1%	-7	-0.4%	-2%
Cc1cc(C)nc(NS(=O)(=O)c2ccc(N3C(=O)c4ccccc4C3=O)cc2)n1	15%	4%	-4%	-6%	-27%[46.1 µM]	-7%	-4%	4%	8	-0.6%	-1%
COc1cccc(-n2nnc3c(=O)n(CC(=O)N4CCCc5ccccc54)cnc32)c1	0%	-2%	x	1%	-3%	-7%	1%	-6%	15	0.4%	-16%
O=C(N/N=C/c1cc(Cl)cc([N+](=O)[O-])c1O)c1cc(-c2ccccn2)nc2ccccc12	u	-10%	u	8%	5%	-3%	-10%	1%	-17	-0.1%	13%
O=C1CN(C(=O)CNCc2cccc(Cl)c2)c2ccccc2N1	-8%	1%	-37%	2%	-2%	-3%	-8%	-2%	3	0.2%	-20%
COc1ccccc1N1CCN(Cc2cn[nH]c2-c2ccc(F)cc2)CC1	-20%	1%	6%	7%	-10%	-13%	-2%	-4%	9	0.3%	9%
O=C(NNC(=O)c1nc(Cl)ccc1Cl)c1ccc(F)cc1	17%	1%	-14%	2%	11%	u	-2%	-9%	-11	-0.8%	-11%
CCOC(=O)c1ccc(NC(=S)N(CCCN2CCCCC2)Cc2ccco2)cc1	0%	4%	-9%	-4%	1%	-4%	3%	0%	2	-0.6%	2%
Cc1ccc(S(=O)(=O)CCSc2n[nH]c(=O)n2-c2ccccc2)cc1	11%	0%	-14%	-3%	0%	-8%	0%	0%	1	0.5%	-1%
O=C(CCn1c(=O)oc2ccccc21)NCCCN1CCOCC1	-4%	0%	5%	-1%	3%	8%	-8%	0%	-12	-0.3%	-1%
O=C(Nc1ccccc1-c1nnn(CC(=O)N2CCCc3ccccc32)n1)c1ccc(Cl)cc1	u	1%	0%	-6%	9%[46.1 µM]	6%	-5%	-5%	15	0.1%	3%

Part of the list above, set out differently.
| compound | ELG1 repair inh | USP2a block | uPA generation | Mito fusion yeast | TCR act | Chronic BCR inh | TSG101-PTAP inh | Tb PFK inh | TSHR antag | B2AR arrestin | Eya2 phos inh |
| --- | --- | --- | --- | --- | --- | --- | --- | --- | --- | --- | --- |
| CCOC(=O)C1=C(C)NC(=S)N(C(C)=O)C1c1ccc(Cl)cc1 (configuration not stated) | u | -2% | -9% | 8% | -9%[46.1 µM] | u | -6% | -3% | 24 | 0.3% | -7% |
| Cc1ccc(S(=O)(=O)N(C)CC(=O)OCC(=O)c2c(N)n(C)c(=O)n(C)c2=O)cc1 | -5% | 0% | -3% | -3% | -4%[46.1 µM] | 10% | -2% | -3% | -5 | -0.4% | 1% |

The results go on.
SMILES	ELG1 repair inh	USP2a block	uPA generation	Mito fusion yeast	TCR act	Chronic BCR inh	TSG101-PTAP inh	Tb PFK inh	TSHR antag	B2AR arrestin	Eya2 phos inh
CC(COc1cccc2ccccc12)CN1CCN(C)CC1 (configuration not stated)	-9%	-7%	x	-11%	-8%	-1%	-8%	-6%	-6	0.5%	-11%
O=C(O)c1ccccc1C(=O)NCCc1c(C(=O)O)[nH]c2ccc(F)cc12	u	4%	2%	1%	-1%	6%	-6%	0%	-4	0.0%	4%
Nc1n[nH]c(N)c1N=Nc1cccc(C(F)(F)F)c1	12%	3%	u	-6%	1%	-9%	-3%	-15%	4	-0.6%	u
O=C(CN1CCC(NC(=O)c2ccco2)CC1)Nc1cccc2ccccc12	-6%	-2%	8%	1%	0%[46.1 µM]	u	0%	3%	-14	-0.7%	-8%
CC1CCN(C(=O)C(C)c2ccc([N+](=O)[O-])cc2)CC1 (configuration not stated)	7%	5%	0%	1%	0%	-2%	-6%	1%	-2	0.0%	2%
Cc1cc(Cl)ccc1NC(=O)CN(C)C1=NS(=O)(=O)c2ccccc21	-1%	3%	13%	-5%	8%	0%	1%	-5%	26	0.0%	22%
Cc1ccc(-c2cn3cccnc3n2)cc1NC(=O)c1cccs1	13%	2%	8%	3%	7%[46.1 µM]	-22%	-7%	-9%	13	-0.1%	3%
CCOc1ccccc1N1CN(Cc2ccccc2)CNC1=S	0%	1%	-2%	-1%	3%	-8%	-1%	-16%	8	1.2%	-5%
CCN(CC)CCNC(=O)c1ccc(N2CCCCC2)c(NS(=O)(=O)c2ccc(C)cc2)c1	20%	0%	-1%	-1%	3%	-19%	-3%	3%	2	0.4%	6%
c1coc(-c2nnc(-c3ccco3)nn2)c1	9%	0%	-8%	-25%	1%	u	0%	-25%	4	-0.3%	-15%
Nc1[nH]n(-c2ccccc2)c(=O)c1N=Nc1ccc2c(c1)OCO2	u	4%	u	2%	0%	u	-1%	-6%	-7	-0.5%	-4%

Bioassay records deposited in PubChem by National Center for Advancing Translational Sciences (NCATS).
